# Screens (PubChem)
# NPC1 promoter act = qHTS Assay for NPC1 Promoter Activators; 320,000 tested, 2.4% active; Huh7 NPC1 promoter luciferase reporter, 24 h; AID 485313, 2010; Potency, µM (titrated, usually from 9.22 µM), without a hit: at the top dose activation, most hits filed as activators;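 also: potency is read from the fitted curve at half-maximal effect; % of control where 0% means no effect; nearly all actives have a fitted effect of over 60% in size; reporter is driven by a mutant NPC1 promoter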
#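 Huh7 reporter cells (NPC1 promoter driving luciferase) are dosed with compound for 24 h at 37 °C, 5% CO2; luciferase detection reagent is then added and luminescence measured after 10 min at ambient temperature.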
# RORg inh = qHTS for inhibitors of ROR gamma transcriptional activity; Nuclear receptor ROR-gamma (Mus musculus), P51450; 310,000 tested, 5.4% active; AID 2551, 2010; Potency, µM (series often up to 53.6 µM), without a hit: top-dose activity change, negative = inhibition, hits mostly inhibitors; Drosophila S2 Gal4-RORgamma UAS-luciferase reporter, 20 h; also: potency is read from the fitted curve at half-maximal effect; % is scaled to controls: 0 for no effect and ±100 for the full control effect; nearly all actives have a fitted effect of over 60% in size
#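 Drosophila Schneider cells stably carrying a metallothionein-driven Gal4 DBD–ROR gamma fusion and a UAS-Photinus luciferase reporter were exposed to compound for 1 hr, then induced with copper sulfate (700 uM final) for 20 hr at ambient temperature before luminescence reading.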
# Giardia killer = Small Molecules that selectively kill Giardia lamblia: qHTS; Giardia lamblia trophozoite viability; activity change, % at 7.66 µM, hits read low; 340,000 tested, 0.15% active; in the data active = activity change below about -80%; inconclusive = between about -30% and that limit;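 also: parasites exposed to compound for two days anaerobically before the ATP read; % is scaled to controls: 0 for no effect and ±100 for the full control effect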
#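 Trophozoite viability was measured as ATP-dependent luminescence, read 15-30 min after reagent addition. Before that, parasites at 100 cells/well were exposed to compounds for 48 h, anaerobically, at 37 deg C.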
# Tb PFK inh = qHTS Assay to Find Inhibitors of T. brucei phosphofructokinase; T. brucei PFK, ADP-Glo luminescence; Potency, µM (titrated, usually from 57.5 µM), without a hit: at the highest dose activity, negative = inhibition, actives largely listed as inhibitors; 330,000 tested, 0.17% active; AID 485367, 2010;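 also: potency is read from the fitted curve at half-maximal effect; 0% = uninhibited 1x PFK enzyme wells and -100% = no-enzyme wells; nearly all actives have a fitted effect of over 60% in size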
# Target sequence (O15648 whole entry, looked up): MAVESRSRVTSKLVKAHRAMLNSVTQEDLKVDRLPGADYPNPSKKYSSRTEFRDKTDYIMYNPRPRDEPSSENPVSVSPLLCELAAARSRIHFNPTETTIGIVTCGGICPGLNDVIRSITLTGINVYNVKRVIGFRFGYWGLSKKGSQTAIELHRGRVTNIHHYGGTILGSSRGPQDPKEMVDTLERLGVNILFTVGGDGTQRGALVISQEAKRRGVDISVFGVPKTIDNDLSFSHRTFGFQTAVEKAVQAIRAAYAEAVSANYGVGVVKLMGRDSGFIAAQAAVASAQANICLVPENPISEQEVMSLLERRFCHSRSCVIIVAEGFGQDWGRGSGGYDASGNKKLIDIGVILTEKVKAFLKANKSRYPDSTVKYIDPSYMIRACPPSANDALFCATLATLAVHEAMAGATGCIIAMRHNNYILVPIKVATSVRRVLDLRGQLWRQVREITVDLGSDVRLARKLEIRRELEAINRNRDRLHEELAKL
#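 In TEA buffer at pH 8.0 with 5 mM MgCl2, enzyme (1.25 nM) converted F6P (0.5 mM) and ATP (0.1 mM) for 45 min at room temperature. ADP product was read by luciferase luminescence.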
# KCNH2 3.1 inh = qHTS for Inhibitors of KCHN2 3.1: Mutant qHTS | U2OS KCNH2 3.1, thallium flux FluxOr; hits give low values | activity change, % (tested at about 1.8 µM) | 340,000 tested, 0.95% active | Potassium voltage-gated channel subfamily H member 2, brain isoform KCNH2 3.1 (human) | AID 720553, 2013;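 active = maximum activity change below -70%; inconclusive = maximum activity change from -70% to -50%; inactive = maximum activity change above -50%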;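 also: thallium influx rate constant from kinetic fluorescence after stimulation buffer; % is scaled to controls: 0 for no effect and ±100 for the full control effect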
#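 Normalized rate constant (relative to positive and negative DMSO controls) derived from a 2 min kinetic fluorescence read after stimulation; U2OS cells expressing the 3.1 isoform via virus at 1.77 x 10^8 /mL.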
# VP16 counter = VP16 counterscreen qHTS for inhibitors of ROR gamma transcriptional activity; Potency, µM (highest dose often 53.6 µM), for inactives: top-dose activity, negative = inhibition, most hits filed as inhibitors; Drosophila S2 Gal4-VP16 UAS-luciferase, luminescence, 20 h; AID 2546, 2010; 310,000 tested, 3.5% active;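 also: Gal4-VP16 expression switched on by copper sulfate through the metallothionein promoter; potency is read from the fitted curve at half-maximal effect; % is scaled to controls: 0 for no effect and ±100 for the full control effect; nearly all actives have a fitted effect of over 50% in size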
# FBPA coupling cs = qHTS Assay for Inhibitors of Fructose-1,6-bisphosphate Aldolase from Giardia Lamblia: Coupling assay counterscreen; coupling enzyme system counterscreen, AmpLite Red fluorescence; activity change, negative = inhibition, % at 58.2 µM, hits read low; 290,000 tested, 0.67% active; in the data active = activity change below about -30%; also: % is scaled to controls: 0 for no effect and ±100 for the full control effect
#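 Coupling enzymes only (glyceraldehyde-3-phosphate) + compound, at 57.5 uM final, 10 min RT; add substrate/coupling/AmpLite Red mix, 20 min RT; fluorescence ex 525/em 598 nm. Actives flag coupling-system interference.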
# uPA surface inh = qHTS for Inhibitors of Cell Surface uPA Generation; cell surface uPA generation assay, qHTS; Potency, µM (top dose mostly 38.3 µM), for the others: at the top dose activity change, negative = inhibition, hits mostly inhibitors; 330,000 tested, 0.31% active; AID 540303, 2011; active = well fitted inhibition curve with a large enough effect; inconclusive = small, poorly fitted or top-dose-only effect; inactive = no such curve, though single readings can be large or run the other way; tested in mouse RAW 264.7 cells; also: potency is read from the fitted curve at half-maximal effect; % is scaled to controls: 0 for no effect and ±100 for the full control effect; nearly all actives have a fitted effect of over 55% in size
# ELG1 genotoxic = qHTS screen for small molecules that induce genotoxicity in human embryonic kidney (HEK293T) cells expressing luciferase-tagged ELG1; HEK293T ELG1-luciferase reporter, luminescence, 16 h; Potency, µM (titrated, usually from 46 µM), without a hit: at the highest dose activity change, positive = activation, most hits filed as activators; 330,000 tested, 1.3% active; also: potency is read from the fitted curve at half-maximal effect; % of control where 0% means no effect; nearly all actives have a fitted effect of over 60% in size
#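 Cells (2,000/well) expressing the ELG1-luciferase fusion are dosed by pin tool and kept 16 hr at 37 °C, 5% CO2. Signal comes from ONE-Glo luciferase reagent after 30 min at room temperature.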
# Rab9 promoter act = qHTS Assay for Rab9 Promoter Activators; Huh7 Rab9 promoter-luciferase reporter, luminescence, 24 h; Potency, µM (doses to about 9.22 µM), inactives show at the highest dose activation, negative = inhibition, usual class: activators; 320,000 tested, 2.8% active; AID 485297, 2010; also: potency is read from the fitted curve at half-maximal effect; % of control where 0% means no effect; nearly all actives have a fitted effect of over 60% in size
#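 Huh7 cells stably carrying Rab9 promoter–luciferase reporter, plated 1500 cells/well, compound added after 2 h and incubated 24 h at 37 °C; luciferase luminescence then read after 10 min with detection reagent.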
# FLuc modulator = qHTS profiling assay for firefly luciferase inhibitor/activator using purifed enzyme and Km concentrations of substrates (counterscreen for miR-21 project). Luciferin 4-monooxygenase (Photinus pyralis), P08659. purified FLuc, Km substrates, luminescence inhibition. Potency, µM (highest dose often 57.5 µM), for the others: at the highest dose activity change, negative = inhibition, hits mostly inhibitors. 360,000 tested, 6.9% active;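 also: potency is read from the fitted curve at half-maximal effect; plate controls were vehicle for no effect and reference inhibitor for full effect; nearly all actives have a fitted effect of over 55% in size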
# Target sequence (P08659 whole entry, looked up): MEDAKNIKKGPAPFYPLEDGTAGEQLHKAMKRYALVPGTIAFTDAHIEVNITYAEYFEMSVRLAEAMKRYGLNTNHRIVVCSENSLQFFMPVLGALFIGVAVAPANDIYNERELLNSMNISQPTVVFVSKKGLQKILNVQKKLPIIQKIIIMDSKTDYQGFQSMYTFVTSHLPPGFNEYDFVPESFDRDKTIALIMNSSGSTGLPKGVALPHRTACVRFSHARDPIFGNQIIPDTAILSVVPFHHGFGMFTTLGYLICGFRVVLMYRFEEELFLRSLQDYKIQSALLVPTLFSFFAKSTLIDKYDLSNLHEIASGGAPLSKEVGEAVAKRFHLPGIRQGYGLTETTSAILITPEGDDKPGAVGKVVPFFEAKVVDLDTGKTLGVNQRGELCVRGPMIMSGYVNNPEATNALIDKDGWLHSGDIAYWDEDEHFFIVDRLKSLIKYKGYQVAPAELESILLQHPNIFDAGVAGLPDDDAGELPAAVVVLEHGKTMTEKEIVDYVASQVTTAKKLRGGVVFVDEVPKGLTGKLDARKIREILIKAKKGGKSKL
#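 Purified P. pyralis luciferase (10nM final) with 10uM D-luciferin and 10uM ATP (Km levels) in 50mM Tris acetate pH 7.5, 10mM Mg acetate, 0.01% Tween-20, 0.05% BSA; qHTS 6-point titration, ~60 µM downward; luminescence read.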
# An asterisk follows results filed as active; ? = inconclusive; . = no result given; [ ] = dose if it differs, or a comment. Unless noted, calls follow the shape of the dose curve; as a rule, active = well fitted curve in the direction sought with a large enough effect; inconclusive = small, poorly fitted or top-dose-only effect, or another doubt; inactive = no such curve, though single readings can be large; an effect the other way counts as inactive or inconclusive.
SMILES,NPC1 promoter act,RORg inh,Giardia killer,Tb PFK inh,KCNH2 3.1 inh,VP16 counter,FBPA coupling cs,uPA surface inh,ELG1 genotoxic,Rab9 promoter act,FLuc modulator
Cc1nc2c(c(=O)[nH]1)C(c1ccccc1Cl)c1c(c3ccccc3oc1=O)O2 (configuration not stated),-4%,10%,0,-3%,-12,3%,2,9%,-3%,0%,0%
Cn1c(O)c(C=NCCOc2ccc(Cl)cc2)c(=O)n(C)c1=O,-4%,24%,12,2%,-3,-4%,0,-5%,-5%,0%,0%
Cc1ccc(N2C(=O)NC(=O)/C(=C/c3cnc(-c4ccccc4)nc3)C2=O)cc1C,-2%,-16%,7,0%,-8,3%,7,0%,6%,0%,-2%
CCCCn1c(O)c(C=NCCCN(CC)CC)c(=O)[nH]c1=O,5%,-21%,18,1%,16,-2%,5,6%,-11%,-2%,2%
Oc1ccc(/C=N/Nc2cccc(Cl)n2)c(O)c1,?,-34%,-5,-1%,-4,1%,-6,-49%,?,8%,5.4µM*
CC1(C)CN=C(Nc2ccc(F)c(F)c2)S1,-4%,-32%,-4,1%,5,-1%,-1,-12%,5%,3%,3%
CC(C#N)CCC#N (configuration not stated),1%,8%,-12,-6%,-11,-8%,.,8%,1%,-2%,-2%
Cc1cc(=O)oc2c(C)c(OCC(=O)N3CCC(C(=O)O)(c4ccccc4)CC3)ccc12,0%,2%,10,8%,15,6%,0,-10%,2%,-5%,4%
CCN(CC)C(=O)c1ccc(NC(=O)c2ccc3c(c2)NC(=O)CS3)cc1,.,.,2,-3%,1,.,.,5%,0%,.,.
Cc1ccc(C(=O)Nc2ncc([N+](=O)[O-])s2)cc1,0.032µM*,0.89µM*,-86*,0%,5,2µM*,-29,?,?,0.025µM*,0.12µM*
O=C1C2CCCN2C(c2ccc(Cl)c(Cl)c2)N1c1ccccn1 (configuration not stated),-4%,30%,-4,0%,-10,-5%,3,1%,0%,4%,-1%
Cc1cc(OCCCC(=O)NCc2cccs2)ccc1Cl,1%,22%,-16,0%,5,13%,6,-2%,0%,-5%,2%
Cc1ccccc1NC1(C#N)CCCCC1,-5%,15%,-13,-5%,1,4%,-1,2%,6%,17%,-1%
O=C(COc1ccccc1)NCCc1cnc[nH]1,-2%,-9%,-18,-1%,-9,-5%,-2,-4%,1%,-4%,-2%
CN(C)C(=O)Oc1ccc2ccccc2c1Cl,14%,24%,2,-1%,1,12%,-5,3%,?,15%,?
N#CC(C#N)=Cc1ccc(-c2ccccc2)o1,0%,0%,.,-2%,.,?,0,.,1%,-5%,-1%
Cc1ccsc1C(=O)C1CCCN(Cc2cn(C)nc2C)C1 (configuration not stated),-2%,15%,-16,1%,-1,6%,1,-1%,-1%,1%,-1%
COc1cccc(CN2CCN(C(=O)Cc3ccccc3OC)CC2)c1,-4%,.,-12,0%,7,.,4,3%,-1%,-3%,-1%
O=C(Nc1ccc(-c2nc3ccccc3c(=O)o2)cc1)c1ccco1,-2%,2%,?,0%,-15,-2%,-1,1%,-3%,2%,?
COC(=O)C1=C(c2ccc(-c3ccccc3)c(F)c2)C[C@@H]2CC[C@H]1N2C(=O)NCc1cc(C)oc1C(F)(F)F,3%,.,-22,-1%,.,.,.,?,-2%,-5%,-2%
Cc1ccc(C)c(OCc2cc(C(=O)N3C[C@H]4C[C@@H](C3)c3cccc(=O)n3C4)no2)c1,0%,-13%,19,-10%,.,-2%,-4,0%,-8%,8%,5%
CCCCNC(=O)c1c(N)n(CCCOC)c2nc3ccccc3nc12,5%,-27%,-14,-2%,-6,-11%,-39*,.,-15%,-1%,0%
CC1=Nc2ccccc2/C1=C/c1c(O)[nH]c(=O)[nH]c1=O,2%,11%,5,1%,9,-1%,1,-13%,-1%,4%,-2%
O=c1c2cc(Cl)cc(Cl)c2nc(CN2CCOCC2)n1-c1ccccc1F,.,14%,-2,.,-11,-2%,-1,-12%,.,.,-1%
O=C(CCc1nnc2ccc(NCc3ccc(F)cc3)nn12)N1CCC2(CC1)OCCO2,0%,-9%,?,4%,-9,0%,-2,-6%,2%,5%,0%
O=c1[nH]c(=O)n(C2CCCCCC2)c(O)c1C=NC1CCN(Cc2ccccc2)CC1,1%,10%,5,-1%,-10,-2%,0,3%,-18%,4%,1%
C=CCN(c1ccc(C(=O)N(CC)CC)cc1)S(C)(=O)=O,-3%,-5%,-6,2%,-17,-3%,2,-1%,-2%,3%,3%
O=C1NC(=S)NC(=O)C12C(c1ccccc1)NC(=S)NC2c1ccccc1 (configuration not stated),0%,5%,6,4%,-1,-9%,5,-2%,-1%,-1%,-9%
COC(=O)C1=C(c2ccc(OCc3ccccc3)cc2)C[C@@H]2CC[C@H]1N2C(=O)NCc1ccccc1,-2%,.,8,-3%,-1,.,.,?,-5%,-1%,5%
Fc1cccc(CN2CCN(c3ccc(Cl)cc3)CC2)c1,-3%,-36%,-10,1%,-8,10%,-2,9%,-3%,-21%,1%
CC(C)Cc1[nH]c(=O)c(C#N)c2c1CCC2,-1%,18%,10,-1%,-1,2%,2,-6%,-3%,-1%,-1%
N#CCCn1cc(C(=O)Nc2ccccc2Cl)c(-c2ccc(F)cc2)n1,-3%,3%,2,0%,-19,-12%,0,2%,-2%,-4%,2%
Cc1cc(=O)oc2c(C)c(OCC(=O)N3CCN(Cc4ccccc4)CC3)ccc12,2%,5%,-23,3%,2,-6%,.,4%,2%,-3%,2%
COc1ccc2c(C)c(CC(=O)N3C[C@H]4C[C@@H](C3)c3cccc(=O)n3C4)c(=O)oc2c1C,-6%,4%,1,-2%,12,-4%,-1,-14%,3%,-1%,-2%
Cc1cc(-c2n[nH]c(=S)n2CC(C)C)cs1,1%,5µM*,-2,0%,-6,?,2,-7%,-2%,-7%,6%
CSc1ncc(Cl)c(C(=O)O)n1,-1%,-4%,-22,0%,4,-6%,-4,8%,3%,8%,1%
COc1ccccc1N=Nc1c(O)[nH]c(=S)[nH]c1=O,0%,20%,4,4%,19,0%,2,-1%,16%,20%,?
Clc1ccc(C[n+]2c(-c3ccccc3)cc(-c3ccccc3)cc2-c2ccccc2)cc1,-30%[inhibitor],.,11,-9%,1,.,.,?,-7%,-26%,-1%
O=CC(Cl)P(=O)(N1CCOCC1)N1CCOCC1 (configuration not stated),-2%,18%,1,0%,13,-5%,5,12%,-1%,0%,2%
COc1ccccc1CN1CCCC(C(=O)c2ccccc2OC)C1 (configuration not stated),-2%,9%,-5,2%,-19,-4%,2,-2%,-2%,-2%,1%
Cn1c(O)c(C=NC2CCN(Cc3ccccc3)CC2)c(=O)n(C)c1=O,-1%,39%,7,0%,5,-7%,8,2%,-2%,0%,1%
Cc1cc(OCC(=O)N[C@@H](Cc2ccccc2)C(=O)O)c2c3c(c(=O)oc2c1)CCC3,-3%,-9%,6,7%,2,3%,9,1%,2%,-9%,3%
CCSc1ccc([C@@H]2[C@@H]3C(=O)N(C)C(=O)[C@@H]3[C@]3(C(=O)OC)CCCCN23)cc1,0%,.,28,-2%,11,.,.,5%,1%,-3%,-3%
CCCC(=O)NC(Oc1ccc(Cl)cc1Cl)C(Cl)(Cl)Cl (configuration not stated),-3%,-2%,-13,2%,-7,0%,4,-9%,0%,0%,2%
CCOc1ccc(-n2c(O)c(C=Nc3ccc(NC(C)=O)cc3)c(=O)[nH]c2=O)cc1,11%,-12%,4,-10%,0,3%,0,4%,1%,3%,-5%
CC(C)[C@H]1CC2C3CC=C4C[C@@H](O)CC[C@]4(C)C3CC[C@]2(C)[C@H]1O (some centres not stated),.,.,-5,-1%,20,.,.,4%,0%,.,.
C[C@]12CCC3C(CC[C@H]4C[C@H](O)CC[C@]34C)C1CC(=O)[C@@H]2O (some centres not stated),.,.,-10,1%,-1,.,.,2%,-5%,.,.
COc1ccccc1-n1c(-c2ccccc2)nc2ccccc2c1=O,-5%,-6%,0,-3%,12,1%,1,5%,-6%,-5%,-5%
CC(C)Oc1cccc(C(=O)C2CCCN(C3CCOCC3)C2)c1 (configuration not stated),1%,2%,11,-1%,14,7%,0,0%,2%,-17%,0%
COC(=O)c1c(N)n(Cc2ccc(OC)cc2)c2nc3ccccc3nc12,-2%,-28%,9,-2%,.,?,-2,-2%,-1%,0%,-11%
COc1ccccc1N1CCN(Cc2cnc(-c3ccccc3)[nH]2)CC1,0%,18%,-6,1%,-1,12%,3,2%,-6%,0%,5%

# Not all compounds are listed; rates above refer to the full screens.
